# aDG glyco up: increases alpha dystroglycan glycosylation; Pro5-aDG cells, alpha-DG glycosylation AlphaScreen (IIH6); 0% Pro5, 100% B10-LARGE cell signal; 0.22% of 360,000 active; activation, % at 10 µM;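 active = activation of at least 8% versus controls, or a plate z-score of at least 8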;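 also: Pro5 are CHO cells carrying HIG-tagged alpha-DG that lacks glycosylation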
# ABHD5-PLIN5 inh: inhibitors of human ABHD5-perilipin-5 interaction | AID 602281 | inhibition, % at 4 µM | Split G. princeps luciferase complementation, luminescence, 4 h | Q00G26+Q8WTS1 | 0.78% of 360,000 active;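 active = inhibition above the mean inhibition across every tested compound plus 3 SD, cut at about 22% in these data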;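 also: 0% = DMSO only wells and the 100% control is not disclosed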
# NOD2-RIPK2 inh: inhibitors of human NOD2-RIPK2 interaction. O43353. CHO BLA complementation NOD2-RIPK2, CCF4 ratio. inhibition, % at 4.98 µM. 0.38% of 360,000 active. AID 624267; in the data active = inhibition above about 21%;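 also: 0% = vehicle only and 100% = reference blocker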
# MC4R antagonist: antagonists of human melanocortin 4 receptor (MC4R); inhibition, % at 6.5 µM; AID 540295; P32245; 0.48% of 360,000 active; MC4R-expressing cells, MTII-stimulated cAMP, LANCE TR-FRET;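 active = inhibition above its plate's cutoff, the mean of tested wells on that plate plus 3 SD, cut at about 29% in these data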;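 also: 0% = Melanotan II alone and 100% = Melanotan II plus saturating MCL0020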
#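 material = U2OS cells stably expressing human melanocortin 4 receptor (MC4R) | also added = Melanotan II challenge | dosing = single nominal compound dose of 6.5 µM | detection = TR-FRET with Eu-cAMP and labeled anti-cAMP, 671 nm | replication = singlicate | timing = compound 30 min, challenge 1 h, detection 1 h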
# MC4R ag barr: human MC4R agonism via beta-arrestin. P32245. 0.98% of 360,000 active. AID 540308. U2OS MC4R beta-arrestin complementation, luminescence; percent of melanotan II response, DMSO zero. activation, % at 8.9 µM;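 active = activation above a per-plate cutoff, the mean activation of sample wells on that plate plus 3 SD, cut at about 8% in these data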
# Glyco luc inh: blocks N-linked glycosylation in D54 reporter cells; D54 ERlucT glycosylation luciferase reporter, 24 h; percent of 100 nM tunicamycin response; 0.23% of 360,000 active; reporter increase, % at 12.5 µM;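 active = mean luciferase reporter signal, scaled so untreated is 0 and the glycosylation-blocking control 100, at or above a set limit in every replicate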;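 also: luciferase carries N-glycosylation sites so blocking glycosylation raises the light; 0% = median of neutral control wells and 100% = median of 100 nM tunicamycin wells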
# Granule exo inh: lytic granule exocytosis inhibition; AID 651702; TALL-104 LAMP-1 surface exposure, flow cytometry; cells stimulated with thapsigargin and PMA; inhibition, % at 10 µM; 0.66% of 360,000 active;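 active = inhibition above about 55%, limit read from the data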
# TLR9-MyD88 inh: blocks human TLR9 binding to MyD88. inhibition, % at 4.98 µM. 0.21% of 340,000 active. CHO BLA complementation TLR9-MyD88, CCF4 FRET ratio;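 active = inhibition above the mean over all tested compounds plus 3 SD, cut at about 21% in these data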;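 also: 0% = DMSO only wells and 100% = clavulanate BLA inhibitor control wells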
# ABCB6 inh MLPCN: inhibitors of human ABC transporter ABCB6; Q9NP58; K562-ABCB6 porphyrin accumulation, flow cytometry, 1 h; active compounds read low; fluorescence ratio to DMSO, % at 10 µM; 0.19% of 360,000 active; AID 602162;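 active = fluorescence ratio to DMSO below 75%, the collection mean minus 3 SD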;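 also: signal is porphyrin accumulated inside mitochondria; 100% equals median channel fluorescence of DMSO control wells; lower ratio means ABCB6 inhibition with less porphyrin fluorescence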
# Vif imaging: HIV Vif inhibition; HEK293T cells, Vif self-association by quenched fluorescence, imaging, 24 h; AID 602346; inhibition, % at 7.49 µM; 0.35% of 340,000 active; in the data active = inhibition above about 50%, passing the limit was not always enough; also: some results filed as inactive read as strong as hits
# Active calls of the source: *; nt = no result given; & = joins results of further samples. This is a subset, so the mix of outcomes need not match the whole.
aDG glyco up	ABHD5-PLIN5 inh	NOD2-RIPK2 inh	MC4R antagonist	MC4R ag barr	Glyco luc inh	Granule exo inh	TLR9-MyD88 inh	ABCB6 inh MLPCN	Vif imaging	SMILES
0.7	-4	-14	15	1.0	4	8	-1	109	7	N#Cc1c(-c2ccccc2Cl)noc1/C=C/Nc1ccc(C(=O)O)cc1
0.2	10	-4	16	-1.2	-3	-4	-10	102	3	Cc1ccccc1N(CC(=O)NCc1ccco1)C(=O)CNS(=O)(=O)c1ccc(F)cc1
0.1	-8	1	1	-1.7	-6	-7	7	98	0	CC(C)N(C(=O)COC(=O)c1cccc(S(=O)(=O)N2CC3(C)CC2CC(C)(C)C3)c1)C(C)C (configuration not stated)
2.4	11	3	-4	2.1	0	5	-6	97	5	Cc1cccc(N2CCN(C(=O)c3ccc4c(c3)OCCO4)CC2)c1C
0.3	-3	-9	7	0.2	-3	1	-6	93	-10	Nc1cc(S(=O)(=O)N2CCCCC2)ccc1Oc1ccc(Cl)cc1
0.1	-3	2	-2	-0.8	-3	4	2	96	14	CCN(CC)C(=O)Cn1cc([N+](=O)[O-])cc1[N+](=O)[O-]
0.0	4	0	-4	0.4	-4	-2	1	94	1	Cc1ccc(S(=O)(=O)N(C)CC(=O)N2CCN(Cc3ccc4c(c3)OCO4)CC2)cc1
-0.2	4	-11	6	-0.2	4	-1	-2	96	6	CCOc1ccc(C(=O)NCCC(=O)N2CCC3(CC2)NCCc2[nH]cnc23)cc1
1.1	5	4	2	-0.4	3	3	3	102	-7	Cc1oc(-c2ccc(Cl)cc2)nc1CN1CCCC(C(=O)NCCCN2CCOCC2)C1 (configuration not stated)
-0.4	-8	-14	-5	-2.0	-1	1	-10	98	6	CCc1nccn1S(=O)(=O)c1ccc2ccccc2c1
-0.3	-3	-3	5	-0.3	1	-1	0	100	8	Cc1cc(C)cc(N2CC(C)(C)C2=O)c1
-0.2	4	-1	1	-1.6	-1	-4	5	100	-4	COc1ccc(CCNC(=O)Cn2nnc(-c3ccc(N(C)C)cc3)n2)cc1OC
0.1	-5	-1	2	1.1	-1	3	6	97	8	CC(Cc1cccs1)NC(=S)Nc1ccc(Cl)c(Cl)c1 (configuration not stated)
0.0	2	6	5	0.5	2	0	nt	97	18	COCCNC(=O)C1(C)CCCN(C(=O)c2cccc(OC(F)(F)F)c2)C1 (configuration not stated)
0.3	-5	5	-2	-2.2	0	-2	7	93	-1	CC1(C)OC2OC(C(=O)N/N=C/c3cc(Br)ccc3O)C3OC(C)(C)OC3C2O1 (configuration not stated)
-0.1	-1	-3	-6	-5.2	-4	1	-2	100	-5	CC(Nc1cccc([N+](=O)[O-])c1)C(=O)Nc1ccc(S(=O)(=O)N2CCCC2)cc1 (configuration not stated)
-0.1	1	1	6	-2.3	0	4	9	97	-2	C=C1c2ccccc2O[C@H](C(=O)OCC)[C@@H]1C1CCCCC1
0.0	-6	-4	nt	nt	1	-2	nt	102	nt	COc1ccc(-c2cc3c(c4c2ccn4C)C2CCC3O2)cc1OC (configuration not stated)
-0.1	-8	-16	8	-0.4	-2	-2	-5	105	-8	Cc1ccc(/C(N)=N/OC(=O)CCCc2ccccc2)cc1
0.4	-1	-4	2	-5.2	-1	-6	2	100	0	COc1ccccc1-n1c(-c2ccccc2)c[nH]c1=S
-0.1	6	-14	0	-2.6	1	1	-9	102	-2	O=C(CCc1ccccc1)NNC(=O)Nc1ccc(Br)cc1
-0.2	-2	-6	-3	-0.5	-2	6	-8	96	3	O=C(CCCn1c(=O)[nH]c2cc(Cl)ccc2c1=O)NCCC1=CCCCC1
0.0	-5	2	15	0.1	1	1	1	96	nt	CCOc1cc(N2CCOCC2)c(OCC)cc1NC(=O)c1cccc(S(=O)(=O)N2CC(C)OC(C)C2)c1 (configuration not stated)
1.4&0.4	-1&12	-2&-1	4&-8	0.6&1.8	-10&4	-5&2	-3&-4	93&97	14&-13	Cc1[nH]nc(N=CC2=C(O)CC(c3ccco3)CC2=O)c1-c1ccccc1 (configuration not stated)
0.1	9	6	12	-0.1	-12	-4	3	103	-3	CCn1c(C)cc(C=C2C(=O)c3ccccc3C2=O)c1C
0.5	-2	-6	-1	-1.7	1	-1	-9	95	1	O=C(CN1CCCCCC1)N/N=C/c1cccc(Cl)c1
-0.3	-2	-3	14	-0.1	2	-2	-4	101	-1	CCOC(=O)N1CCN(c2c(NCCN3CCN(c4ccccc4F)CC3)c(=O)c2=O)CC1
0.1	0	-13	7	0.4	2	7	-16	96	6	C=CCc1ccccc1OCCn1ccnc1
0.0	6	-12	13	-0.8	-1	-2	-3	98	26	Cn1c(=O)c2c(nc(Cl)n2Cc2ccncc2)n(C)c1=O
0.2	-12	6	-3	-0.5	-5	2	-8	94	-3	O=C(/C=C/c1ccc(F)cc1)NCCC1=CCCCC1
-0.1	-1	0	12	-1.1	5	-2	4	87	10	O=C(Cn1cnc2ccccc21)OCC(=O)N1CCCc2ccccc21
0.0	-1	-7	1	-2.1	2	4	0	101	3	CCOC(=O)N1CCC(NC(=O)CCC(=O)c2ccccc2)CC1
-0.2	-2	10	11	1.5	-2	-6	-8	94	1	CCC1(C)Cc2ccccc2-c2nc(-c3ccccc3)oc(=O)c21 (configuration not stated)
0.2	1	-3	-3	-3.4	0	1	-10	91	-4	O=C(CN1C(=O)/C(=C2/SC(=S)N(CCS(=O)(=O)O)C2=O)c2ccccc21)Nc1cccc(C(F)(F)F)c1
-0.3	-1	4	22	0.9	2	4	-2	100	2	CC1(C)CNC(=O)CC(C)(C)N1
0.4	-18	-5	-21	-1.7	6	-4	31*	100	-6	COc1ccc(/C=C2\C(=O)NC(=O)c3ccccc32)cc1OC
-0.1	4	-3	-6	1.2	2	5	4	99	-3	COc1ccc(S(=O)(=O)N2CCN(C(=O)CCOc3ccccc3)CC2)cc1OC
-0.1	-2	2	12	2.5	4	6	-10	88	18	CC(C)NC(=O)N1CCOCCOCCN(C(=O)NC(C)C)CCOCCOCC1
0.0	-2	-5	4	-3.5	-2	2	0	91	4	COc1ccc(C(=O)CC(Nc2ccc([N+](=O)[O-])cc2)c2ccc(OC)cc2)cc1 (configuration not stated)
0.7	-1	1	8	0.7	0	2	-4	102	-7	CCOC(=O)C(=CNc1cccnc1Oc1ccc(C)c2c1CCC2)C(=O)OCC
0.0	-4	3	3	-1.9	-1	-4	2	93	1	Cc1ccc(CN2CCN(CC(=O)N/N=C/c3ccc(C)o3)CC2)cc1
0.2	-1	-4	0	-0.9	0	1	0	99	-3	O=C(Nc1cccc(-n2cnnn2)c1)c1cccs1
0.0	1	-10	7	0.4	4	2	2	100	22	Nc1nonc1-n1nnc(C(=O)N/N=C/c2ccccc2F)c1CN1CCOCC1
0.0	0	-16	-3	0.7	2	0	-3	97	4	Oc1c(Cl)cc(Cl)cc1C1=NNC(c2ccc(Cl)cc2)C1 (configuration not stated)
0.1	1	8	5	0.1	-3	-1	-3	101	6	O=C(Nc1ccc(F)cc1)c1cc(S(=O)(=O)Nc2ccc(F)cc2)cs1
0.0	0	6	12	1.1	0	0	5	98	2	COc1ccc(-c2nnc(SC(C)C#N)o2)cc1 (configuration not stated)
0.0	3	-5	2	-1.1	-1	-2	2	94	-5	Cc1ccc(NS(=O)(=O)c2cccc3nsnc23)cc1[N+](=O)[O-]
0.0	4	-5	4	1.2	3	-6	5	98	-22	COc1ccc(Nc2ncc(C#N)c(N)n2)c(OC)c1
-0.1	1	-1	2	-1.1	2	-1	2	98	1	O=c1/c(=C/c2cccc3ccccc23)sc2ncnn12
-0.2	-1	-13	3	1.8	-2	-6	-1	100	-5	CCOc1ccc(CCNC(=O)COC(=O)c2cccc(N(C)C)c2)cc1OCC

# 11 compounds from above, arranged by molar mass, rising:
aDG glyco up	ABHD5-PLIN5 inh	NOD2-RIPK2 inh	MC4R antagonist	MC4R ag barr	Glyco luc inh	Granule exo inh	TLR9-MyD88 inh	ABCB6 inh MLPCN	Vif imaging	SMILES
0.0	0	6	12	1.1	0	0	5	98	2	COc1ccc(-c2nnc(SC(C)C#N)o2)cc1 (configuration not stated)
0.0	4	-5	4	1.2	3	-6	5	98	-22	COc1ccc(Nc2ncc(C#N)c(N)n2)c(OC)c1
-0.1	1	-1	2	-1.1	2	-1	2	98	1	O=c1/c(=C/c2cccc3ccccc23)sc2ncnn12
0.0	0	-16	-3	0.7	2	0	-3	97	4	Oc1c(Cl)cc(Cl)cc1C1=NNC(c2ccc(Cl)cc2)C1 (configuration not stated)
0.0	3	-5	2	-1.1	-1	-2	2	94	-5	Cc1ccc(NS(=O)(=O)c2cccc3nsnc23)cc1[N+](=O)[O-]
0.0	-4	3	3	-1.9	-1	-4	2	93	1	Cc1ccc(CN2CCN(CC(=O)N/N=C/c3ccc(C)o3)CC2)cc1
0.0	-2	-5	4	-3.5	-2	2	0	91	4	COc1ccc(C(=O)CC(Nc2ccc([N+](=O)[O-])cc2)c2ccc(OC)cc2)cc1 (configuration not stated)
0.7	-1	1	8	0.7	0	2	-4	102	-7	CCOC(=O)C(=CNc1cccnc1Oc1ccc(C)c2c1CCC2)C(=O)OCC
0.0	1	-10	7	0.4	4	2	2	100	22	Nc1nonc1-n1nnc(C(=O)N/N=C/c2ccccc2F)c1CN1CCOCC1
-0.1	-2	2	12	2.5	4	6	-10	88	18	CC(C)NC(=O)N1CCOCCOCCN(C(=O)NC(C)C)CCOCCOCC1
-0.1	4	-3	-6	1.2	2	5	4	99	-3	COc1ccc(S(=O)(=O)N2CCN(C(=O)CCOc3ccccc3)CC2)cc1OC

# The listing continues:
aDG glyco up	ABHD5-PLIN5 inh	NOD2-RIPK2 inh	MC4R antagonist	MC4R ag barr	Glyco luc inh	Granule exo inh	TLR9-MyD88 inh	ABCB6 inh MLPCN	Vif imaging	SMILES
0.4	4	4	-1	1.9	1	4	-9	101	4	CCC(C)(C(=O)Nc1ccc2c(c1)OCCO2)N(C(C)=O)c1ccc(C(N)=O)cc1 (configuration not stated)
-0.2	2	11	14	-3.1	3	0	-5	94	-3	Cc1cc(C)n(CC(=O)NNC(=O)c2ccc(NC(=O)CC#N)cc2)n1
0.3	2	-4	-4	-0.2	2	2	16	103	-6	O=C(NCc1ccccn1)C1CCC(=O)N1C1CCCCC1 (configuration not stated)
-0.1	-2	-2	8	3.7	-1	-3	2	99	nt	O=C(COC(=O)C12CC3CC(CC(Cl)(C3)C1)C2)Nc1ccccc1
-0.2	-5	0	3	-1.4	3	0	5	103	-4	CCOC(=O)c1cc(CC)sc1NC(=O)CC1SC(N)=NC1=O (configuration not stated)
-0.1	-7	1	3	-2.3	0	9	1	96	-7	CCC1=NN2C(=N)/C(=C/c3ccc(OS(=O)(=O)c4ccc(C)cc4)c(OC)c3)C(=O)N=C2S1
0.1	-6	-5	3	-3.5	-2	-4	-4	105	-3	O=C(NNC(=O)c1ccco1)Nc1ccccc1

# High-throughput results as filed in PubChem BioAssay.
